Bioassay records from PubChem BioAssay.
ERK EGF block: inhibitors of EGF-stimulated ERK signaling pathway | hit rate 0.41% among 130,000 | Potency, µM (doses to about 11.5 µM), for the others: at the highest dose activity change, negative = inhibition, usual class: inhibitors | HEK293-V1b, EGF-stimulated phospho-ERK AlphaScreen; active means well fitted inhibition curve with a large enough effect; inconclusive means small, poorly fitted or top-dose-only effect, or effect the other way;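 further: plate controls were stimulated vehicle wells for no effect and unstimulated vehicle basal for full effect; nearly all actives have a fitted effect of over 55% in size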
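Concentration-response of compounds against EGF-driven ERK phosphorylation in V1b-expressing HEK293 cells; 30 min preincubation, 5 min EGF, AlphaScreen detection; Normalized to DMSO basal and 25 nM EGF.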
* = called active by the depositor; ? = inconclusive; [ ] = another dose, or the depositor's remark. Potency means the concentration at half of the fitted maximal effect. Only part of the results is shown, so the mix of outcomes need not match the whole.

SMILES	ERK EGF block
CCn1c(SCC(=O)NNC(=S)Nc2ccccc2)nnc1-c1ccc(Cl)cc1	-5.8%
O=S(=O)(Nc1cccc(-c2cn3c(n2)SCC3)c1)c1cccs1	-4.2%
O=S(=O)(c1ccccc1Br)N1CCC(O)(c2cccnc2)CC1	-1.1%
COc1ccc(S(=O)(=O)Nc2ccc3oc4ncccc4c(=O)c3c2)cc1OC	-0.5%[57.5 µM]
COc1ccc(/C=N/NC(=O)c2ccc(-c3ccccc3)cc2)cc1O	9.9%
COc1ccc(CN(CC(=O)NCc2ccco2)C(=O)CCC(=O)Nc2nccs2)cc1	0.2%
CN(C)c1ncc2nc(CCc3ccccc3)c(=O)n(Cc3ccc(F)cc3)c2n1	?
COc1cc(C(=O)Nc2ccc(S(=O)(=O)Nc3nccc(C)n3)cc2)c([N+](=O)[O-])cc1OC	6.0%[57.5 µM]
Cc1cc(NC(=O)CSc2nnc(C3CC3)n2N)c([N+](=O)[O-])cc1C	0.3%
CC1=C(C(=O)O)N2C(=O)[C@@H](NC(=O)[C@@H](N)c3ccccc3)[C@@H]2SC1	3.7%[25.7 µM]
CCOC(=O)N1CCC(N2Cc3cccc(C(=O)N4CCN(c5cccc(Cl)c5)CC4)c3C2=O)CC1	3.0%
CC(C)(C)c1ccc(C(=O)NC(=S)Nc2nc3c(s2)CCCC3)cc1	7.7%
CCOC(=O)CN(C(=O)COc1nc(C)cc(C)c1C#N)c1ccc(Cl)cc1	-17.6%[57.5 µM]
COc1cc(C=O)ccc1OCc1cccc(Br)c1	-2.3%
c1ccc(CCN(Cc2ccccc2)C2CCN(C3CCCC3)CC2)cc1	29.6%[57.5 µM]
CCN1CCCC1CNC(=O)Cn1cnc2sc(C)c(S(=O)(=O)N3CCC(C)CC3)c2c1=O (configuration not stated)	4.5%
N#Cc1ccc(CN2CCC3(CC2)CCN(C(=O)c2csnn2)CC3)cc1	-1.4%
NC(=O)c1ccc(Oc2ccc(C(N)=O)cc2)cc1	-11.5%[57.5 µM]
CCOc1cc(NC(=S)NCc2ccco2)c(OCC)cc1NC(=O)CC(C)C	15.8%
O=C(NNS(=O)(=O)c1ccccc1[N+](=O)[O-])c1ccc(F)cc1	-13.0%
CC(C)C(C(=O)Nc1nccs1)c1ccc(Cl)cc1 (configuration not stated)	-6.1%
CC1(c2nnc(-c3ccc(F)cc3)o2)CC(c2c(Cl)cccc2Cl)=NO1 (configuration not stated)	-1.2%[57.5 µM]
Cc1ccc(-n2c(-c3cc(-c4ccco4)[nH]n3)n[nH]c2=S)c(Br)c1	1.9%[57.5 µM]
N#Cc1c(C(F)(F)F)cc(-c2ccc(F)cc2)[nH]c1=O	3.6%
O=C(CCNS(=O)(=O)c1ccc(Cl)cc1)NCc1cccs1	24.0%

The list continues.
SMILES	ERK EGF block
O=C(Cc1csc(N2CCOCC2)n1)N/N=C/c1ccc(O)c(O)c1O	5.9%
Cc1cc(C)nc(NS(=O)(=O)c2ccc(NC(=O)C3(c4ccc([N+](=O)[O-])cc4)CCCC3)cc2)n1	-0.3%
CC(C)CCNC(=O)NC(=O)CSc1ncccn1	4.2%
CCc1cc2cc(C(=O)Nc3ccc(F)cc3)sc2s1	-6.4%
CC(=O)Nc1nc(-c2ccc3c(c2)CCO3)cs1	-6.5%
S=C1NCCOCCOCCOCCNC(=S)NCCOCCOCCOCCN1	-0.6%
Cc1c(Cl)cccc1NC(=S)NCc1cccs1	-5.5%
O=C(/C=C/c1ccc(F)cc1)NCCc1ccc2c(c1)OCCO2	3.0%
O=C(O)c1ccc(NC(=S)NC(=O)c2ccc(-c3ccccc3)cc2)cc1	-6.4%
CNC(=S)N1CCN(c2ccc(Cl)c(Cl)c2)CC1	-12.4%
O=C(CNc1ccccc1F)N/N=C/C1CC=CCC1 (configuration not stated)	3.7%
O=C(NCc1ccccc1C(F)(F)F)C1CC(c2ccc(C(F)(F)F)cc2)=NO1 (configuration not stated)	6.2%[57.5 µM]
O=C(Nc1ccccc1NS(=O)(=O)c1ccc(F)cc1)C1CCCC1	44.0%
COc1ccc(OCC(O)Cn2ccnc2C)cc1 (configuration not stated)	2.1%
N/C(=N\S(=O)(=O)c1ccccc1)c1ccc([N+](=O)[O-])cc1	-0.8%
COc1ccc(OC)c(S(=O)(=O)N2CCCc3ccccc32)c1	-16.4%[57.5 µM]
CC(CNc1ccc([N+](=O)[O-])c2cccnc12)Nc1c([N+](=O)[O-])cc(C(F)(F)F)cc1[N+](=O)[O-] (configuration not stated)	-2.1%
O=C(Cc1n[nH]c(=O)c2ccccc12)NCc1ccc(Cl)cc1	-4.8%[57.5 µM]
C=CCn1c2ccccc2c2nnc(SCC(=O)OCN3C(=O)c4ccccc4C3=O)nc21	5.4%
Cc1cccc(Cl)c1NC(=O)N1CCN(c2ccnc3cc(Cl)ccc23)CC1	-2.6%[57.5 µM]
O=C(NC(NC(=S)Nc1ccccc1O)C(Cl)(Cl)Cl)c1ccco1 (configuration not stated)	7.7%
C=CCn1cnc2c(c1=O)c1nc3ccccc3nc1n2-c1ccc(C)cc1	-3.3%
COc1ccc(C2NC(c3ccc(OC)c(OC)c3OC)C(C)C(=O)C2C)c(OC)c1OC (configuration not stated)	-3.7%
O=C(/C=C/c1cccc([N+](=O)[O-])c1)NCCSCc1ccc(Cl)cc1	?
CCOC(=O)c1ccc(NC(C)=O)c([N+](=O)[O-])c1	-0.1%[57.5 µM]

Further structures.
SMILES	ERK EGF block
COC(=O)C1CCN(c2cnccn2)CC1	2.7%
C/C(=N\NC(=O)c1n[nH]c2c1CCC2)c1ccco1	5.3%[57.5 µM]
CCOC(=O)c1sc2nc(CC(=O)OC)nc(N(C)CCc3ccccn3)c2c1C	-6.7%
Cc1ccc(C2C(C(=O)c3cccs3)=C(O)C(=O)N2c2nnc(C)s2)cc1 (configuration not stated)	-4.9%
COCCN(CCOC)C(=O)CCn1c(=O)oc2ccccc21	3.2%
COc1ccc(CC(=O)NC(C)c2nnc(SCC(=O)c3ccc(OC)cc3)n2C)cc1 (configuration not stated)	-12.6%
N#CC(C(=S)Nc1ccccc1)c1nc2ccccc2[nH]1 (configuration not stated)	-6.4%[57.5 µM]
Cc1ccc2c(c1)c1ncn(Cc3ccc(F)cc3)c(=O)c1n2C	-3.4%[57.5 µM]
O=C(/C=C/c1ccco1)c1ccc(NC(=O)C23CC4CC(CC(C4)C2)C3)cc1	-12.0%
CCN1CCc2c(sc(NC(=S)NC(=O)c3ccc(Cl)cc3)c2C(N)=O)C1	?
COc1ccc(NS(=O)(=O)c2c(F)cc(F)c(Cl)c2F)cc1S(=O)(=O)N1CCCCC1	-16.4%
O=C(CSc1nnc(-c2ccc(F)cc2)c2ccccc12)Nc1c(F)cccc1F	8.7%
Cc1ccc(Nc2ccc3nonc3c2[N+](=O)[O-])cc1	-14.8%
CCOC(=O)COc1cccc2c(=O)n(CC(=O)NCc3ccc4c(c3)OCO4)ccc12	-6.1%
O=C(/C=C/c1ccccc1)n1cnnc1SC/C=C/c1ccccc1	-1.5%
Cn1cnnc1SCC(=O)NC1CCCc2ccccc21 (configuration not stated)	-4.3%
O=C(CCCCn1c(=O)c2ccccc2n(Cc2ccccc2)c1=O)NC1CCN(Cc2ccccc2)CC1	-3.6%
C=CCN(CC=C)C(=S)NC(=O)c1ccc(OC)cc1	13.4%
COc1cc(C/C=C/c2ccccc2)c(OC)cc1O	26.9%
CCOc1ccc(CCNC(=O)COc2cc(=O)n(C)c3ccccc23)cc1OCC	9.4%
CCOC(=O)c1c(NC(=O)C(=O)N/N=C/c2ccccc2OC)sc2c1CCCCC2	-10.8%
COC(=O)c1c(-c2ccccc2)csc1NC1=NS(=O)(=O)c2ccccc21	12.0%
C=CCn1c(SCC(=O)NCCCC)nc2scc(-c3ccco3)c2c1=O	2.7%
c1ccc(CN2CCC(Nc3ncnc4sccc34)CC2)cc1	2.3%
COC(=O)c1cc(-c2ccc(S(=O)(=O)N3CCCC3)cc2)c(C(F)(F)F)s1	-6.2%[57.5 µM]

(further entries)
SMILES	ERK EGF block
c1ccc(CCN(Cc2ccccc2)Cc2nc(C3CC3)no2)cc1	1.5%
O=C1N(Cc2cccnc2)C[C@@H]2C[C@@H](c3cccc(OCc4ccccc4)c3)N3CCC[C@@]123	-5.1%[57.5 µM]
c1ccc2c(N3CCNCC3)nc(-c3ccoc3)nc2c1	18.1%
O=C(NC(=S)Nc1ccc2[nH]c(=O)[nH]c2c1)c1cncc(Br)c1	-7.1%
Nc1nnc(CC(=O)N/N=C/c2cc([N+](=O)[O-])cc(Br)c2O)s1	4.8%
CN(C(=O)COC(=O)CCc1nc2ccccc2c(=O)[nH]1)C1CCS(=O)(=O)C1 (configuration not stated)	3.9%
COc1ccc(CN2CNc3c(c(=O)n(C)c(=O)n3C)C2)cc1	-12.9%
O=C(NCc1cccnc1)c1cccs1	-0.5%
COc1ccc(CC(=O)NC(C)c2nnc(SCC(=O)Nc3ccccc3)n2C)cc1 (configuration not stated)	4.9%
CCOC(=O)CCNC(=O)CCNC(=O)C(c1ccccc1)c1ccccc1	3.0%[57.5 µM]
CCn1c(=N)c(S(=O)(=O)c2ccc(C)cc2)cc2c(=O)n3ccccc3nc21	-0.1%
Cc1ccc(C(=O)Nc2ccccc2C(=O)NCc2ccccc2)cc1	0.2%
COc1ccc(-c2[nH]ncc2CN(CC2CCC(=O)N2)C(C)C)cc1F (configuration not stated)	-8.1%
Cc1ccccc1/C=C/C(=O)NCC(=O)N1CCC(N(C)C2CCCCC2C)CC1 (configuration not stated)	-8.6%[57.5 µM]
C#CC(C)(CC)NC(=O)c1cc2nc(C3CC3)cc(C(F)(F)F)n2n1 (configuration not stated)	0.2%
COc1cc(NC(=O)c2cncc(-c3ccc(C#N)cc3)c2)cc(C(=O)Nc2cccc(C(F)(F)F)c2)c1	-4.3%[57.5 µM]
COC(=O)c1ccc(CSc2nnc3nc(C)cc(C)n23)cc1	?
COc1ccc(Nc2ccc(N3C(=O)CC(C)C3=O)cc2[N+](=O)[O-])cc1OC (configuration not stated)	-2.4%
COc1cc2oc(=O)cc(C)c2c(OC)c1OC	7.8%
CCC(C)[C@H](NC(=O)N1CCCCC1)C(=O)OC (some centres not stated)	-16.2%[57.5 µM]
O=C1c2ccncc2C(=O)N1c1cccc(Cl)c1	-6.2%
CC(NC(=O)C1CCN(S(=O)(=O)c2cc([N+](=O)[O-])ccc2Cl)CC1)c1ccccc1 (configuration not stated)	-3.3%
NC(=O)C1CCN(c2cc(N3CCOCC3)ccc2[N+](=O)[O-])CC1	-7.3%
O=C(/C(=N\Nc1ccc([N+](=O)[O-])cc1)Sc1nnnn1-c1ccccc1)c1ccccc1	?
CCc1[nH]nc(C(=O)N2CCCC(CNS(=O)(=O)c3cccs3)C2)c1C (configuration not stated)	-3.3%

Carrying on:
SMILES	ERK EGF block
CCOC(=O)c1c(C)n(CC(O)CN(C)C)c2cc(Br)c(OC)cc12 (configuration not stated)	2.4%
Nc1c(C(=O)c2ccccc2)sc(Nc2ccccc2)c1S(=O)(=O)c1ccccc1	0.6%
O=C(C1=C[C@H](c2ccc(C(F)(F)F)cc2)C[C@H](OCCCCO)O1)N1CCOCC1	-1.5%[57.5 µM]
Fc1ccc(N2Cc3ccsc3C=N2)cc1	-2.1%
COc1ccc(C(=O)NNC(=O)Cc2ccc([N+](=O)[O-])cc2)cc1	-1.9%
O=S(=O)(CCN1CCN(c2ccccn2)CC1)c1ccc(F)cc1	3.0%[57.5 µM]
CC(C)NC(=O)c1nn(C)c2ccccc12	5.6%
Cc1ccc(NC(=O)C2CC(=O)N(C(C)C)C2)cc1Cl (configuration not stated)	-3.3%
COc1ccc(/C=N/NC(=O)C2C3CCCCC32)cc1OC (configuration not stated)	-0.1%
O=C(C[n+]1cc(-c2ccc(Cl)cc2)n2c1CCC2)Nc1nc(-c2ccc(F)cc2)cs1	-3.6%[57.5 µM]
O=C(NNC(=O)C12CC3CC(CC(C3)C1)C2)c1ccco1	-7.1%
CC1(C)Cc2nc3scc(NC(=O)c4ccccc4)c3cc2CO1	-7.3%[57.5 µM]

Given with bars between the fields: entries from further up
structure | ERK EGF block
CCC(C)[C@H](NC(=O)N1CCCCC1)C(=O)OC (some centres not stated) | -16.2%[57.5 µM]
O=C1c2ccncc2C(=O)N1c1cccc(Cl)c1 | -6.2%
CC(NC(=O)C1CCN(S(=O)(=O)c2cc([N+](=O)[O-])ccc2Cl)CC1)c1ccccc1 (configuration not stated) | -3.3%
NC(=O)C1CCN(c2cc(N3CCOCC3)ccc2[N+](=O)[O-])CC1 | -7.3%
O=C(/C(=N\Nc1ccc([N+](=O)[O-])cc1)Sc1nnnn1-c1ccccc1)c1ccccc1 | ?
CCc1[nH]nc(C(=O)N2CCCC(CNS(=O)(=O)c3cccs3)C2)c1C (configuration not stated) | -3.3%
CCOC(=O)c1c(C)n(CC(O)CN(C)C)c2cc(Br)c(OC)cc12 (configuration not stated) | 2.4%
Nc1c(C(=O)c2ccccc2)sc(Nc2ccccc2)c1S(=O)(=O)c1ccccc1 | 0.6%
O=C(C1=C[C@H](c2ccc(C(F)(F)F)cc2)C[C@H](OCCCCO)O1)N1CCOCC1 | -1.5%[57.5 µM]
Fc1ccc(N2Cc3ccsc3C=N2)cc1 | -2.1%
COc1ccc(C(=O)NNC(=O)Cc2ccc([N+](=O)[O-])cc2)cc1 | -1.9%
O=S(=O)(CCN1CCN(c2ccccn2)CC1)c1ccc(F)cc1 | 3.0%[57.5 µM]
CC(C)NC(=O)c1nn(C)c2ccccc12 | 5.6%
Cc1ccc(NC(=O)C2CC(=O)N(C(C)C)C2)cc1Cl (configuration not stated) | -3.3%
COc1ccc(/C=N/NC(=O)C2C3CCCCC32)cc1OC (configuration not stated) | -0.1%
